# From PubChem
# uPA generation: cell surface uPA generation inhibition | hit rate 0.31% among 330,000 | cell surface uPA generation assay, qHTS | Potency, µM (doses to about 38.3 µM), for the others: top-dose activity change, negative = inhibition, most hits filed as inhibitors | AID 540303; active = well fitted inhibition curve with a large enough effect; inconclusive = small, poorly fitted or top-dose-only effect; inactive = no such curve, though single readings can be large or run the other way; tested in mouse RAW 264.7 cells; note: potency is the fitted concentration of half-maximal effect; % is set by controls: 0 for no effect and ±100 for the full control effect; nearly all actives have a fitted effect of over 55% in size
# B2AR arrestin: agonists driving beta-arrestin recruitment to human beta2-adrenergic receptor | P07550 | beta-arrestin recruitment to beta2AR, cell-based reporter | Potency, µM (series often up to 46.1 µM), inactives show at the top dose activation, actives largely listed as activators | hit rate 0.02% among 330,000;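 note: potency is the fitted concentration of half-maximal effect; 0% = DMSO controls and full agonism = EC100 isoproterenol or metaproterenol; nearly all actives have a fitted effect of over 65% in size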
# USP2a inh: USP2a (human) protease inhibition; hit rate 0.01% among 330,000; USP2 core, Ub-CHOP2 coupled fluorogenic reporter, 485/531; O75604; Potency, µM (doses to about 38.3 µM), for the others: top-dose activity change, negative = inhibition, actives largely listed as inhibitors;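 note: potency is the fitted concentration of half-maximal effect; plate controls were DMSO wells for no effect and full inhibition by NEM control for full effect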
#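 USP2 core (10nM final) preincubated 30min RT with compound in 20mM Tris-HCl pH 8.0, 2mM CaCl2, 2mM beta-mercaptoethanol, 0.05% CHAPS; 25nM Ub-CHOP2 plus 25nM reporter substrate added, fluorescence (Ex485/Em531) read after 60min.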
# a7 integrin act: integrin-mediated muscular dystrophy alleviation activation; alpha7betagal myoblasts, beta-gal FDG fluorescence, 48 h; AID 624291; Potency, µM (top dose mostly 38.3 µM), inactives show top-dose activation, usual class: activators; hit rate 0.064% among 350,000;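 note: potency is the fitted concentration of half-maximal effect; 100% = response of the positive control SU9516; nearly all actives have a fitted effect of over 60% in size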
#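 alpha7betagal+/- myoblasts (passage 13, 250/well) treated 48 h at 37C with compounds at 1:260 dilution of DMSO stock. Lysed, then beta-galactosidase activity read as FDG fluorescence (ex 480/em 540) after 30 min, with pre-read for autofluorescence.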
# BRCA1 expr act: activators of BRCA1 expression; MCF7-BRCA1-FFLuc reporter, luminescence, 48 h; response scale: scaled: vehicle 0%, 10 µM genistein 100%; Potency, µM (doses to about 46.1 µM), for inactives: top-dose activation, usual class: activators; hit rate 1.1% among 380,000; note: potency is the fitted concentration of half-maximal effect; nearly all actives have a fitted effect of over 80% in size; some results filed as inactive show a strong effect at the top dose
#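 MCF7-BRCA1-FFLuc cells, 2000/well in phenol-red-free MEM, attached 2 h then treated 48 h at 37 C. Luciferase luminescence read 15 min after reagent; normalized to genistein maximum activation (10microM) and DMSO, concentration-response fitted.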
# p53 reactivation: re-activators of mutant p53; hit rate 0.063% among 320,000; H1299 p53-A138V BP100-luciferase reporter, luminescence, 24 h; Potency, µM (top dose mostly 92.2 µM), for inactives: at the highest dose activity change, positive = activation, usual class: activators; note: potency is the fitted concentration of half-maximal effect; % of control where 0% means no effect; nearly all actives have a fitted effect of over 45% in size
#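 H1299 (p53-null), stable ts p53-A138V + BP100-Luc; 1000 cells/well, Opti-MEM/10% FBS; cpd 4 pt, 1:5; 24 h, 37 deg C, 5% CO2; detection reagent 10 min RT; luminescence.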
# Eya2 inh: inhibitors of human Eya2 phosphatase activity | recombinant Eya2, OMFP fluorescence dephosphorylation (OMFP is methylfluorescein phosphate) | Potency, µM (highest dose often 76.9 µM), for inactives: at the top dose activity, negative = inhibition, usual class: inhibitors | hit rate 0.006% among 330,000 | AID 488837; note: potency is the fitted concentration of half-maximal effect; % is set by controls: 0 for no effect and ±100 for the full control effect
# Target sequence (O00167 whole entry, looked up): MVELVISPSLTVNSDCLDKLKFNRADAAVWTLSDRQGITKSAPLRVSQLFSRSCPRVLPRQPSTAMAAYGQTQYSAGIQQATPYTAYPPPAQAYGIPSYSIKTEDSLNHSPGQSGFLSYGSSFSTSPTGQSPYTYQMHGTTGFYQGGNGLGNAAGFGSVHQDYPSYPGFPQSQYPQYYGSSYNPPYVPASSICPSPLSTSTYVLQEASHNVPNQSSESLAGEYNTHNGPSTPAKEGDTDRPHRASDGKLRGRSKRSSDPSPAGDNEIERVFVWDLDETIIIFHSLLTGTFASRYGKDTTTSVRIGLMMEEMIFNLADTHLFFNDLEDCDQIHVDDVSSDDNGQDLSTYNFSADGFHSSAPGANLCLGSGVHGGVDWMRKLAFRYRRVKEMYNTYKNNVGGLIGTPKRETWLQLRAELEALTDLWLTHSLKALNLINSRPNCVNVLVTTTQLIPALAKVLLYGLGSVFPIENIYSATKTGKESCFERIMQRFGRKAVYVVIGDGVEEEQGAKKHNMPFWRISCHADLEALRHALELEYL
#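 Eya2 protein (added as 0.2 uM solution) was preincubated with compound for 10 min at ambient temperature in 50 mM HEPES pH 7.5, 50 mM NaCl, 5 uM MgCl2, 0.05% BSA, 1 mM DTT. OMFP (added at 50 uM) then reacted 10 min; fluorescence read at 485/525 nm.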
# ELG1 genotoxic: genotoxicity induction in ELG1-luciferase HEK293T cells; Potency, µM (doses to about 46 µM), for the others: top-dose activity change, positive = activation, hits mostly activators; hit rate 1.3% among 330,000; AID 504466; HEK293T ELG1-luciferase reporter, luminescence, 16 h; note: potency is the fitted concentration of half-maximal effect; % of control where 0% means no effect; nearly all actives have a fitted effect of over 60% in size
#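 16 hr compound incubation (37 °C, 5% CO2) of HEK293T cells carrying luciferase-tagged ELG1; luciferase then measured by ONE-Glo luminescence after 30 min at RT.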
# ASM inhibitor: blocks human secretory acid sphingomyelinase; placental ASM, HMU-PC fluorogenic substrate, 60 min; P17405; AID 504937; hit rate 0.006% among 340,000; Potency, µM (series often up to 57.5 µM), for inactives: at the top dose activity change, negative = inhibition, hits mostly inhibitors; note: potency is the fitted concentration of half-maximal effect
#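 Steps: dispense placental human ASM, pin compound, wait 10 min at room temperature, add HMU-PC0 substrate at 9 uM final, incubate 60 min at 37 °C, add stop solution raising pH to 10, read fluorescence.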
# TSG101-PTAP inh: blocks PTAP/TSG101 interaction to inhibit HIV-1 budding; Q99816; Fluorescence polarization, FITC-PTAP peptide / Tsg101 binding; Potency, µM (top dose mostly 115 µM), for inactives: top-dose activity change, negative = inhibition, most hits filed as inhibitors; 340,000 tested, under 10 active; active = well fitted inhibition curve with a large enough effect in the main read-out, with a control signal flat, not every such curve was filed as active; inconclusive = small, poorly fitted or top-dose-only effect, or effect the other way, or a change in a side signal; inactive = no such curve, though single readings can be large or run the other way; note: potency is the fitted concentration of half-maximal effect; % of control where 0% means no effect
# Target sequence (Q99816 whole entry, looked up): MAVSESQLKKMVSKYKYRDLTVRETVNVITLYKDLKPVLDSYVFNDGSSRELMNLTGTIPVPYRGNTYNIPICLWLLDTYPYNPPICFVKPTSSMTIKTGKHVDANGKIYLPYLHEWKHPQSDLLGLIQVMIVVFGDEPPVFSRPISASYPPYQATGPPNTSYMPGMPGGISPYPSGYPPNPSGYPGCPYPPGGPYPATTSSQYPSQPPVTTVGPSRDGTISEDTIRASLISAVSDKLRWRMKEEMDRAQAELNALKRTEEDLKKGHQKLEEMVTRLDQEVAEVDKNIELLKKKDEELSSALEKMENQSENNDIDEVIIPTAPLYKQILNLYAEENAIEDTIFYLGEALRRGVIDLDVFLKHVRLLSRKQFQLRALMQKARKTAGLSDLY
#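 Tsg101 binding domain (10 uM final) was mixed with compound and a FITC-labeled PTAP peptide (50 nM final) in HEPES pH 7.5 buffer with NaCl, Tween 20, EDTA and TCEP; fluorescence polarization was read after 20 min at r.t.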
# TRPV1 ag: activates the human vanilloid receptor TRPV1 | Q8NER1 | TRPV1-expressing cells, Fluo-8 calcium influx, agonist mode | activation, % at 8.33 µM | hit rate 0.19% among 320,000 | AID 540275; in the data active = activation above about 80%; inconclusive = between about 30% and that limit; note: 0% is about no effect
#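 Fluo-8 calcium influx in TRPV1-expressing cells, kinetic read (ex 480/em 520 nm). Compound added and read 3 min for agonist activity, followed by capsaicin at EC20 final and 2 min further read for enhancement.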
# An asterisk follows results filed as active; ? = inconclusive; . = not tested or not shown; [ ] = remark or other dose. Unless noted, calls come from the whole dose curve; as a rule, active = well fitted curve in the direction sought with a large enough effect; inconclusive = small, poorly fitted or top-dose-only effect, or another doubt; inactive = no such curve, though single readings can be large; an effect the other way counts as inactive or inconclusive.
canonical_smiles,uPA generation,B2AR arrestin,USP2a inh,a7 integrin act,BRCA1 expr act,p53 reactivation,Eya2 inh,ELG1 genotoxic,ASM inhibitor,TSG101-PTAP inh,TRPV1 ag
CCCCN(C(=O)CSc1ncnc2sccc12)c1c(N)n(Cc2ccccc2)c(=O)[nH]c1=O,19%,-0.5%,1%,-17%,10%,-9%,8%,-1%,14%,-1%,.
O=C(O)c1ccc(Cl)cc1NC(=O)C1CCCO1 (stereo unspecified),-3%,.,.,1%,0%,.,.,.,2%,.,1
CCCc1cc(=O)[nH]c(SCCOc2ccc(OCC)cc2)n1,5%,-0.1%,-3%,0%,-12%,0%,-37%,-9%,-2%,-2%,1
COC(=O)c1cc(NC(=O)c2c(Cl)nc3sccn23)cc(C(=O)OC)c1,-3%,-0.1%,7%,0%,-8%,0%,14%,5%,1%,-1%,0
O=C(O)c1ccccc1-c1ccccc1C(=O)NNc1ccccc1,12%,-0.2%,2%,3%,-18%,-4%,4%,3%,7%,-1%,0
Cc1cccc(C(=O)OCC(=O)c2ccc3c(c2)OCCO3)c1O,?,0.2%,4%,24%,6.3µM*,?,2%,?,3%,-3%,.
C/C(=N\NC(=O)Cc1ccccc1Cl)c1cccnc1,6%,0.0%,1%,4%,8%,0%,-19%,1%,4%,-1%,11
CCCn1nc(C(=O)OCC(=O)c2ccc3c(c2)NC(=O)CO3)c2ccccc2c1=O,2%,-2.0%,1%,-30%,7%,5%,1%,-1%,-1%,-3%,2
COc1cccc(N(CC(=O)NC2CC3CCC2C3)S(=O)(=O)c2ccccc2)c1 (stereo unspecified),3%,-0.1%,0%,1%,2%,2%,-6%,-7%,-4%,-3%,22
CCC(=O)Nc1nnc(SCc2ccc(F)cc2)s1,8%,-0.8%,0%,-16%,34%,8%,-16%,-2%,2%,-5%,0
NC(=O)c1nc(C(=O)N2CCCCC2)c2ccccc2n1,3%,0.3%,-1%,9%,0%,-4%,-4%,-1%,9%,2%,-3
CNC(=S)NNC(=O)Cc1ccccc1,3%,0.0%,2%,0%,1%,2%,3%,0%,6%,-2%,-3
CC(NC(=O)CNC(=O)C1O[C@@H]2OC(C)(C)O[C@@H]2[C@H]2OC(C)(C)O[C@@H]12)C(=O)O (stereo partly specified),21%,0.5%,4%,7%,6%,0%,-3%,1%,-1%,-14%,0
CN(Cc1ccccc1)S(=O)(=O)c1ccc(NC(=O)c2ccccc2C(=O)O)cc1,4%,.,.,14%,-1%,.,.,.,3%,0%,.
Cc1ccc(CN2CCN(/N=C/c3ccc(C(=O)O)cc3)CC2)cc1,2%,-0.6%,3%,-10%,-14%,-12%,17%,2%,3%,2%,-8
Cc1ccc(-c2cc(C(=O)N/N=C/c3c(C)nn(-c4ccccc4)c3C)[nH]n2)cc1,.,0.2%,1%,.,.,8%,-23%,-4%,.,.,26
CN(C(=O)CSc1nnc(-c2ccc(OC(F)F)cc2)n1N)C1CCS(=O)(=O)C1 (stereo unspecified),5%,-0.7%,0%,20%,-18%,9%,-7%,-8%,7%,-2%,-5
COc1ccc(NC(=O)CN(C)S(=O)(=O)c2cnc[nH]2)cc1OC,-8%,0.1%,1%,-13%,16%,0%,4%,0%,3%,-3%,-6
O=C(NCCCn1ccnc1)C1CC2CCC1C2 (stereo unspecified),1%,0.1%,1%,0%,-9%,-1%,11%,1%,5%,-5%,-2
Cc1ccccc1C(=O)OCC(=O)NCc1ccco1,3%,-0.9%,3%,-7%,25%,10%,-3%,5%,-2%,-1%,.
CC(C)NC(=O)c1ccccc1NC(=O)/C=C/c1cccc([N+](=O)[O-])c1,2%,-1.1%,0%,5%,1%,-5%,-13%,-9%,.,2%,23
Cc1onc(-c2ccccc2)c1-c1ccnn1C(=O)NC(C)C,-4%,-0.5%,0%,2%,-23%,2%,10%,-2%,-1%,0%,.
CCOC(OCC)c1cn(Cc2ccc(C(=O)c3ccccc3)cc2)nn1,?,-1.0%,-1%,-31%,-17%,4%,-6%,0%,1%,0%,1
CCOC(=O)/C(C#N)=C1/C=CN(c2ccccc2)C=N1,7%,0.1%,-1%,-10%,77%,30%,18%,13%,-1%,-3%,5
CCN1CCN(C(c2ccccc2)c2nnnn2Cc2ccc(OC)cc2)CC1 (stereo unspecified),-16%,0.2%,-5%,-43%,-5%,9%,16%,2%,4%,-9%,-8
Cc1ccc(C)n1/N=C1/NC(=O)CS1,6%,-1.1%,-2%,7%,12%,3%,-3%,-3%,-1%,-3%,0
CCOc1ccc(OCCN2C(=O)NC(Cc3c[nH]c4ccccc34)C2=O)cc1 (stereo unspecified),-4%,3.7%,4%,-12%,-21%,-5%,13%,-3%,-6%,1%,3
CCOC(=O)c1c(C)[nH]c(C)c1S(=O)(=O)N(C)CC(=O)Nc1ccccc1OC,0%,-0.8%,0%,21%,-16%,-1%,2%,1%[9.26 µM],3%,-4%,1
CC(=O)c1cc2c(cc1NC(=O)CN1CCCCCCC1)OCO2,-2%,0.1%,-2%,-43%,-37%,1%,-17%,0%,-3%,3%,-6
CCOc1ccccc1C1CC(=O)Nc2c1c(=O)n(C)c(=O)n2C (stereo unspecified),-5%,-0.1%,-2%,-3%,-9%,2%,-2%,3%,-3%,-3%,3
O=S1(=O)CCN(Cc2ccc(Cl)c(C(F)(F)F)c2)CC1,-3%,0.3%,2%,1%,-2%,0%,-6%,-4%,2%,-1%,2
O=C1Nc2cc(C(=O)NCCN3CCCCCC3)ccc2S/C1=C\c1ccccc1,?,-0.3%,3%,-84%[inhibitor],-39%,?,1%,?,-10%,2%,0
CCc1nn2c(=O)c(S(=O)(=O)Nc3ccc(C(C)C)cc3)c(C)nc2s1,8%,0.4%,3%,-15%,3%,5%,-8%,-3%,-11%,-6%,13
Cc1nnc2sc(-c3cccc(NC(=O)c4cccnc4)c3)nn12,.,-2.3%,1%,-3%[7.66 µM],-37%,-3%,-3%,5%,2%,-2%,0
O=C(CN(Cc1ccco1)C(=O)c1ccc(N2CCCC2=O)cc1)Nc1ccccc1C(F)(F)F,-4%,-0.2%,-1%,0%,-5%,-1%,-23%,-2%,-1%,0%,1
Cc1nnc(SCC(=O)Nc2cccc(Br)c2)s1,8%,0.4%,0%,3%,1%,9%,-1%,-2%,-1%,-2%,27
COc1ccc2nc(SCC(=O)Nc3ccccc3C)[nH]c2c1,.,-0.6%,0%,8%[7.66 µM],-2%,7%,-17%,2%,4%,-15%,0
CN(C)C(CNC(=O)NC1CCCCC1)c1cccnc1 (stereo unspecified),2%,0.2%,-1%,-10%,2%,0%,8%,0%,1%,-9%,1
CCN(CC)CCCNc1nnc(C)c(=O)[nH]1,10%,-3.2%,1%,-3%,-21%,-9%,-3%,0%,3%,0%,0
CSc1ccccc1C(=O)Nc1ccccc1C(=O)NC(C)C,2%,-0.8%,1%,-2%,-21%,-6%,-6%,-1%,-3%,-3%,?
Cc1ccc(S(=O)(=O)CCC(=O)NCCc2ccccc2)cc1,1%,-0.2%,0%,-16%,-22%,-1%,-15%,-2%,-1%,-2%,5
COc1ccccc1C(=O)NCCC(=O)Nc1ccc(S(=O)(=O)N2C(C)CCCC2C)cc1 (stereo unspecified),7%,-0.4%,-2%,13%,-25%,-16%,-9%,-6%,0%,2%,5
CC(=O)Nc1ccc(NC(=O)COC(=O)COc2ccc3ccccc3c2)cc1,-2%,-0.2%,-1%,2%,-5%,2%,-22%,-1%,2%,2%,.
O=C(O)c1ccc(N/N=C/c2ccc(-c3cc(Cl)ccc3Cl)o2)cc1,6%,-0.9%,5%,8%,?,18%,3%,?,195%[activator],-3%,4
COc1ccc(S(=O)(=O)N2CCC(C(=O)NCc3ccccc3)CC2)cc1OC,-3%,-0.8%,6%,8%,3%,-3%,5%,0%,2%,-7%,3
CCOC(=O)Oc1ccc2c(c1)C(C)=CC(C)(C)N2C(=O)OCC,7%,-0.2%,-1%,16%,-6%,-12%,-19%,-2%,-1%,-1%,20
CC(=O)Nc1ccc(S(=O)(=O)N2CCCC(C(=O)O)C2)cc1 (stereo unspecified),1%,-0.2%,1%,-7%,-5%,0%,-1%,0%,6%,0%,4
CCC(=O)OC1(C)C(=O)C=C2C=C(c3ccc(C#N)cc3)OC=C2C1=O (stereo unspecified),-7%,.,.,0%,-1%,.,.,.,-3%,-5%,.
O=C(NNC1CC(=O)N(c2cccc(Cl)c2)C1=O)c1cccs1 (stereo unspecified),-1%,6.9%,0%,-16%,-7%,16%,-7%,6%,0%,-3%,-1
